# GLD-1 RNA inh = GLD-1-TGE RNA interaction inhibition (C. elegans); AID 2280; 320,000 tested, 0.44% active; inhibition, % at 5.96 µM; Q17339; purified GLD-1 + fluorescein TGE RNA, fluorescence polarization;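 active = percent inhibition above a per-plate cutoff, the plate mean of test compounds plus 3 SD, cut at about 30% in these data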;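 also: 0% = DMSO wells with GLD-1 and probe and 100% = wells lacking GLD-1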
# Efflux pump inh = antifungal efflux pump inhibition, Nile Red retention. inhibition, % at 10 µM. 330,000 tested, 0.44% active. S. cerevisiae Candida pump triplex;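 active = plate passing quality check with inhibition over a set limit, or well fluorescence over plate mean plus 4 SD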;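 also: Nile Red retained in pooled yeast measured as flow cytometry median fluorescence; 0% = buffer negative control and 100% = Enniatin B positive control; higher means more Nile Red kept so more efflux inhibition; some compounds called inactive have numbers as strong as hits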
# EBNA-1 inh = blocks EBNA-1 binding to DNA. 300,000 tested, 0.34% active. EBNA-1 DNA binding, fluorescence polarization. inhibition, % at 14.8 µM; in the data active = inhibition above about 28%
# MCL1 BIM primary = inhibitors of human MCL1 binding to BIM-BH3 peptide; GST-MCL1 / FITC-Bim-BH3 fluorescence polarization; inhibition, % at 10.9 µM; 320,000 tested, 0.68% active; AID 2057;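 active = inhibition above the mean inhibition of all tested compounds plus 3 SD, set per campaign, cut at about 40% in these data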;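 also: 0% = DMSO wells and 100% = unlabeled Bim-BH3 peptide control; higher means more loss of mP so more displacement of Bim peptide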
# Target sequence (Q07820 whole entry, looked up): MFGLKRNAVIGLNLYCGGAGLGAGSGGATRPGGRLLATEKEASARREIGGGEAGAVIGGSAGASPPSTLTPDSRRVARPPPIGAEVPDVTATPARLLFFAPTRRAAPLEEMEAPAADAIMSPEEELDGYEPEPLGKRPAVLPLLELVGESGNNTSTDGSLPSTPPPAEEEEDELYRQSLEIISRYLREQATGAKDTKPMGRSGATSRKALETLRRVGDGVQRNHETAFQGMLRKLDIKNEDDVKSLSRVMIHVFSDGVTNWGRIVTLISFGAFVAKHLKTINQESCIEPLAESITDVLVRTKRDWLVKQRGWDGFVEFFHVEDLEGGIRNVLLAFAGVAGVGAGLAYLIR
# MEX-5 binding = C. elegans MEX-5 TCR-2 RNA binding activity; 300,000 tested, 0.38% active; MEX-5/FITC-TCR2 RNA binding, fluorescence polarization; hits give low values; Q9XUB2; AID 1832; activity score (negative = inhibition of binding), % at 10 µM;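 active = inhibition past about -25% in most replicates, and total fluorescence under double the plate's negative control median, limit read from the data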;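 also: 0% = DMSO and -100% = 5 µM competing unlabeled TCR2 RNA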
# Yeast superoxide = yeast age-related superoxide inhibition as caloric restriction mimetic | AID 2690 | S. cerevisiae aged cells, superoxide DHE fluorescence; hits give low values | 330,000 tested, 0.18% active | superoxide response (% of plate mean), % at 10 µM;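 active = superoxide response under a set limit, about three screen SD below normal, cut at about 65% in these data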;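 also: yeast aged for seven days with compound at 30 °C before DHE staining; 100% = average MFI of all compound-treated wells on the plate with controls excluded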
# ZTA DNA inh = blocks Epstein-Barr virus ZTA, an EBNA-1 counter-screen; P03206; ZTA-DNA binding, fluorescence polarization; inhibition, % at 11 µM; 320,000 tested, 0.15% active; AID 2234; in the data active = inhibition above about 33%
# Target sequence (P03206 whole entry, looked up): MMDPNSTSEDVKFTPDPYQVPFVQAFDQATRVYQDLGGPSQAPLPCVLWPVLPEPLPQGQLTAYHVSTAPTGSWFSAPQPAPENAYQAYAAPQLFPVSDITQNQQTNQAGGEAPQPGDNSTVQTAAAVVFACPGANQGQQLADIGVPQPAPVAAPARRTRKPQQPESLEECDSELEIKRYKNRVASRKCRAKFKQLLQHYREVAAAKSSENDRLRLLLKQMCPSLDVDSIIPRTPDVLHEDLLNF
# Bcl-xL primary = blocks human Bcl-xL binding to Bim BH3 peptide | AID 2129 | GST-Bcl-xL / FITC-Bim BH3 peptide fluorescence polarization | inhibition, % at 10.9 µM | 320,000 tested, 0.7% active;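 active = inhibition above the mean of all tested compounds plus 3 SD, cutoff set per campaign, cut at about 30% in these data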;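 also: 0% = DMSO wells and 100% = unlabeled Bim-BH3 peptide competitor; inhibitors lower millipolarization by displacing the labeled peptide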
# Target sequence (Q07817 whole entry, looked up): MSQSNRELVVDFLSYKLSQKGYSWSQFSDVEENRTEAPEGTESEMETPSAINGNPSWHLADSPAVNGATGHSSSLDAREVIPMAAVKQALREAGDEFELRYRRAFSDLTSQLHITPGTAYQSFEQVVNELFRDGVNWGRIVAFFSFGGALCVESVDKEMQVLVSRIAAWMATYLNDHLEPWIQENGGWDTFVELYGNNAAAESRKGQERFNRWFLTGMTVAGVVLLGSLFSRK
# Fam108B inh = counter-screen for RBBP9 inhibitors: inhibitors of mouse Fam108B | recombinant Fam108B, FP-Rh probe fluorescence polarization | inhibition, % at 9.51 µM | 300,000 tested, 0.33% active | AID 1947;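 active = inhibition above the screen mean inhibition plus 3 SD, computed separately per campaign, cut at about 18% in these data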;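 also: inhibitors lower polarization as less probe binds the enzyme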
# * = called active by the depositor; . = not tested or not shown. An unsorted share of the library; overall some 2.3% were active at least once.
SMILES,GLD-1 RNA inh,Efflux pump inh,EBNA-1 inh,MCL1 BIM primary,MEX-5 binding,Yeast superoxide,ZTA DNA inh,Bcl-xL primary,Fam108B inh
CCOc1ccc(C(=O)NCCN2CCCCC2)c(OCC)c1,3,0.3,-4,-3,4.0,81,-12,-2,5
Cc1cccc(N(C)C(=O)CCS(=O)(=O)c2cccc3nonc23)c1,-2,-0.1,-7,-2,2.9,96,-16,3,0
C1CSC2(N1)C1CC3CC2CC(C1)C31NCCS1 (stereo not given),-1,0.0,8,2,2.4,103,-5,6,0
COc1ccc(NC(=O)N2CCCC2C(=O)NC2CCCC2)cc1 (stereo not given),-5,-0.2,-7,6,-2.8,99,-12,5,1
O=C(Cn1nc2n(c1=O)-c1ccccc1SC2)N/N=C/c1cccnc1,-9,-0.1,5,6,2.1,94,-2,3,3
COc1cc(C(=O)N/N=C/c2cc([N+](=O)[O-])cs2)cc(OC)c1OC,8,-0.1,-6,0,0.0,121,12,-1,-4
COc1ccc(CNC(=O)C(=O)NCC2OCCN2S(=O)(=O)c2ccc(OC)c(OC)c2)cc1 (stereo not given),6,0.0,1,-9,-0.9,101,-9,-5,2
Cc1nn(-c2ccccc2)c(N2CCCC2)c1/C=N/NC(=O)c1cc(-c2cccnc2)nc2ccccc12,8,-0.3,-3,9,-28*,88,5,6,12
COC(=O)c1ccc(C(NC(=O)OCc2ccccc2)/C(C)=C/[C@@H](C)C(=O)NCc2ccc(OC)c(OC)c2)cc1 (stereo not given in full),4,-0.1,3,7,-2.2,102,-26,-1,0
NC(=O)c1ccc(NC(=O)Cc2csc(-c3ccccc3)n2)cc1,-2,0.0,-10,2,-0.6,136,-3,-9,-4
CCOc1cc(N2CCOCC2)c(OCC)cc1NC(=O)COC(=O)c1cc2ccccc2cc1O,1,-0.2,11,4,-0.4,77,-15,5,-3
COc1cc(C2=NOC(C(=O)NCc3ccccn3)C2)cc(OC)c1OC (stereo not given),6,0.3,-7,0,-0.4,110,-16,-3,-1
CC1Cc2ccccc2N1C(=O)COC(=O)c1cccc(Br)c1 (stereo not given),2,-0.1,.,-2,.,110,3,2,.
CSc1ccc(/C=C(\NC(=O)c2ccccc2)C(=O)NCCN2CCOCC2)cc1,-3,-0.1,-17,8,-0.6,80,-1,1,-6
Cc1sc2c(c1C)c(=O)n(-c1ccc(Cl)cc1)c(=O)n2Cc1cc(=O)n2ccccc2n1,2,-0.2,-10,7,-0.4,99,-6,5,0
O=C(c1cnsn1)N1CCC(CO)(Cc2cccc(F)c2)CC1,1,0.0,-1,2,-0.8,99,-11,3,4
COc1ccc(OCC(=O)Nc2c(C(=O)N3CCC(N4CCCCC4)CC3)oc3ccccc23)cc1,6,0.0,-9,1,0.9,114,-3,-1,-3
COc1ccc(-c2cc(C)no2)cc1S(=O)(=O)N1CCN(c2ccccn2)CC1,-5,0.1,-5,3,-1.2,92,-6,1,5
O=C(Nc1ccc2c(c1)CCC2)c1ccccc1F,2,0.3,2,0,2.7,93,-6,-1,4
CC1CN=C2C(C(=O)Nc3ccccc3)=C(O)CC(c3ccccc3)N21 (stereo not given),2,0.1,6,8,-0.4,116,0,5,-7
Fc1ccccc1C(c1nnnn1Cc1ccc2c(c1)OCO2)N1CCN(Cc2ccco2)CC1 (stereo not given),1,0.1,-7,-3,-2.5,110,-15,3,-2
Cc1c(Nc2nc(-c3cccc([N+](=O)[O-])c3)cs2)c(=O)n(-c2ccccc2)n1C,1,-0.1,5,3,1.5,100,-8,1,0
O=c1cc(-c2ccccc2)c2ccc(O)cc2o1,11,0.1,-3,0,.,104,4,-4,1
CCc1ccc(-c2cc(C(=O)Nn3cnnc3)c3ccccc3n2)cc1,7,0.2,-5,1,-0.7,99,-8,3,4
COc1ccc(-c2cc(C)no2)cc1S(=O)(=O)NCc1cccc(C)c1,-2,0.1,-16,2,3.1,88,-3,4,-1
COc1ccc(N(CC(=O)N2CCc3ccccc32)S(=O)(=O)c2c(C)n[nH]c2C)cc1,7,0.1,3,7,0.3,87,5,3,-3
COC(=O)c1cc2c(ccn2-c2ccc(F)cc2)n1CC(=O)OC(C)C,6,0.0,4,10,0.9,103,14,3,9
Cc1[nH]c(=O)[nH]c(=O)c1S(=O)(=O)NCC12CC3CC(CC(C3)C1)C2,-1,-0.3,8,5,0.7,84,2,3,-4
COc1cccc(-c2cc(C(=O)N3CCCCC3C)no2)c1 (stereo not given),4,0.1,-5,0,.,94,0,2,-4
COc1ccc(Nc2nc(C)nc3c2oc2ccccc23)cc1,6,0.3,3,-3,0.4,90,12,4,7

# Arranged by molecular weight (largest number first): some entries from above.
SMILES,GLD-1 RNA inh,Efflux pump inh,EBNA-1 inh,MCL1 BIM primary,MEX-5 binding,Yeast superoxide,ZTA DNA inh,Bcl-xL primary,Fam108B inh
COc1ccc(-c2cc(C)no2)cc1S(=O)(=O)N1CCN(c2ccccn2)CC1,-5,0.1,-5,3,-1.2,92,-6,1,5
COC(=O)c1cc2c(ccn2-c2ccc(F)cc2)n1CC(=O)OC(C)C,6,0.0,4,10,0.9,103,14,3,9
O=C(Nc1ccc2c(c1)CCC2)c1ccccc1F,2,0.3,2,0,2.7,93,-6,-1,4

# Back to the main list; the 4 compounds before the break are reprinted first.
SMILES,GLD-1 RNA inh,Efflux pump inh,EBNA-1 inh,MCL1 BIM primary,MEX-5 binding,Yeast superoxide,ZTA DNA inh,Bcl-xL primary,Fam108B inh
COC(=O)c1cc2c(ccn2-c2ccc(F)cc2)n1CC(=O)OC(C)C,6,0.0,4,10,0.9,103,14,3,9
Cc1[nH]c(=O)[nH]c(=O)c1S(=O)(=O)NCC12CC3CC(CC(C3)C1)C2,-1,-0.3,8,5,0.7,84,2,3,-4
COc1cccc(-c2cc(C(=O)N3CCCCC3C)no2)c1 (stereo not given),4,0.1,-5,0,.,94,0,2,-4
COc1ccc(Nc2nc(C)nc3c2oc2ccccc23)cc1,6,0.3,3,-3,0.4,90,12,4,7
CCOc1cc(C(C(=O)NCC2CCCO2)N(C(=O)Cn2nnc3ccccc32)c2cccc(OC)c2)ccc1O (stereo not given),4,0.0,-13,-4,1.3,111,-10,1,0
Cc1nc(-c2cc(-c3nc(-c4ccc(C(F)(F)F)cc4)no3)no2)cs1,11,-0.2,-5,4,-0.9,85,-23,0,1
NS(=O)(=O)c1ccc(NC(=S)NC(=O)c2ccc(-c3ccccc3)cc2)cc1,4,0.1,23,0,0.1,111,6,-1,-4
COc1cccc(CNCc2ccc(SC)cc2)c1OC,-1,-0.1,3,14,1.3,93,-16,4,-2
CCOC(=O)c1ccc2c(c1)N(CC(=O)N1CCCC1)C(=O)C(C)(C)O2,6,-0.1,1,-3,-0.1,88,-3,-1,1
Cc1ccc(/C(N)=N/OC(=O)c2cc(-c3ccccc3)nc3ccccc23)cc1,-2,0.0,9,6,-0.4,95,8,6,2
Cc1cc(=S)c2cccc(C)c2[nH]1,1,-0.3,-6,9,1.3,101,-19,10,2
O=S1(=O)CCN2C(c3ccc4c(c3)CCCC4)=CSC2=N1,6,0.1,-7,2,-0.9,106,0,-1,6
COCCNS(=O)(=O)c1ccc(-c2ccc(S(=O)(=O)NCCOC)cc2)cc1,6,-0.2,6,4,.,105,8,4,0
Cc1[nH]nc2c1C(c1ccc(Cl)cc1)C(C#N)=C(N)O2 (stereo not given),-1,0.0,5,7,-2.9,91,-8,7,-2
COc1cccc(-n2c(SCC(=O)NCC3CCCO3)nc3c([nH]c4ccccc43)c2=O)c1 (stereo not given),-2,0.0,-2,1,3.4,99,-8,1,6
O=C(Oc1c(-c2ccccc2)oc2ccccc2c1=O)c1ccccc1,4,0.1,3,-2,-1.1,87,-5,-1,-6
O=C(Nc1ccccc1Cl)c1ccccc1Cl,6,-0.1,17,-1,3.8,82,-17,1,16
Cc1ccc2c(c1)c(=O)c(Br)c(C)n2Cc1ccccc1,-9,-0.2,9,6,1.1,74,0,3,-5
COc1ccc2[nH]c3c(=O)n(Cc4ccc(C(=O)N5CCC(C(N)=O)CC5)cc4)c(=S)[nH]c3c2c1,-3,0.2,-3,-2,1.3,95,-3,1,-1

# Structures above containing bromine:
SMILES,GLD-1 RNA inh,Efflux pump inh,EBNA-1 inh,MCL1 BIM primary,MEX-5 binding,Yeast superoxide,ZTA DNA inh,Bcl-xL primary,Fam108B inh
CC1Cc2ccccc2N1C(=O)COC(=O)c1cccc(Br)c1 (stereo not given),2,-0.1,.,-2,.,110,3,2,.
Cc1ccc2c(c1)c(=O)c(Br)c(C)n2Cc1ccccc1,-9,-0.2,9,6,1.1,74,0,3,-5

# Other structures follow.
SMILES,GLD-1 RNA inh,Efflux pump inh,EBNA-1 inh,MCL1 BIM primary,MEX-5 binding,Yeast superoxide,ZTA DNA inh,Bcl-xL primary,Fam108B inh
COC(=O)c1cc(Cl)c(N)cc1OC,3,-0.3,1,0,-0.9,91,-5,-1,0
COc1ccc2[nH]c(=O)c(CN(CCO)S(=O)(=O)c3ccc(C)cc3)cc2c1,2,-0.1,-3,1,-0.4,91,6,-1,-15
Cc1oc2c(cc(NS(=O)(=O)c3ccc(F)cc3)c3ccccc32)c1C(=O)O,1,-0.1,3,23,-9.2,120,15,22,5
CNC(=S)N(Cc1cc2cc(C)cc(C)c2[nH]c1=O)C1CCCC1,-4,0.3,-4,9,2.4,94,5,8,0
S=C(Nc1ccc(Cl)cc1)N(CCCN1CCOCC1)Cc1cccs1,-10,0.3,0,-24,1.3,108,-4,-10,-10
Cc1cccc2sc(N(CCN(C)C)C(=O)c3ccc4ccccc4c3)nc12,4,-0.3,10,0,2.0,93,3,2,0
Cc1cc(Br)ccc1SCC(=O)OC/C(O)=C(\C#N)c1nc2ccccc2[nH]1,3,0.1,-4,-13,-6.6,94,12,-7,-6
CCO[C@@H]1OC(C(=O)NCc2ccccc2)=C[C@H](C(C)(C)C)[C@H]1CCCO,2,0.2,-8,0,0.6,100,2,5,-2
O=C(NC1CCCCC1)c1ccc(CN2CCOCC2)cc1,5,-0.1,7,9,.,101,-5,1,2
Cc1ccc(S(=O)(=O)Nc2cc(C(F)(F)F)ccc2N2CCOCC2)c(C)c1,6,-0.4,0,13,-0.1,104,-17,7,7
Cc1cc(S(=O)(=O)NCc2ccccc2)ccc1OCC(=O)NCC1CCCO1 (stereo not given),-1,-0.1,5,5,-1.3,106,10,7,-1
COCCSc1nc2c(c(=O)[nH]c(=O)n2C)n1Cc1cccc(C)c1,4,-0.3,13,6,-0.7,93,1,2,5
Cc1cccc(NC(=O)CS(=O)(=O)c2cn(CC(=O)N3CCOCC3)c3ccccc23)c1,0,0.1,-8,4,-1.5,105,-1,1,0
N#CC(C(=O)NC1CCCCC1)=C1CCCCCC1,0,-0.2,16,8,2.2,85,-14,6,10
CC(Oc1ccccc1)C(=O)Nc1ccc(NC(=O)c2ccccc2)cc1 (stereo not given),-4,-0.4,15,0,-1.7,110,4,3,-2
CSc1ccc(/C=N/N2CCN(Cc3ccccc3)CC2)cc1,8,0.2,-12,-10,1.6,100,-6,-6,3
Cc1ccc(C(=O)OCC(=O)Nc2cc(F)ccc2F)cc1NC(=O)c1ccco1,7,0.0,7,2,0.5,88,-1,1,-3

# Copied from the listing for reference:
SMILES,GLD-1 RNA inh,Efflux pump inh,EBNA-1 inh,MCL1 BIM primary,MEX-5 binding,Yeast superoxide,ZTA DNA inh,Bcl-xL primary,Fam108B inh
CCOc1ccc(C(=O)NCCN2CCCCC2)c(OCC)c1,3,0.3,-4,-3,4.0,81,-12,-2,5
Cc1cccc(N(C)C(=O)CCS(=O)(=O)c2cccc3nonc23)c1,-2,-0.1,-7,-2,2.9,96,-16,3,0

# Bioassay records (PubChem BioAssay)
